High-throughput results (PubChem BioAssay)
Lamin A splicing = changes lamin A minigene splicing in HeLa cells. HeLa LMNA splicing GFP/RFP minigene ratio, 48 h. Potency, µM (top dose mostly 46.1 µM), inactives show at the top dose ratio change, negative = inhibition, hits mostly inhibitors. hit rate 0.01% among 200,000. AID 1487; active means well fitted inhibition curve with a large enough effect in the signal ratio, with a control signal flat, not every such curve was filed as active; inconclusive means small, poorly fitted or top-dose-only effect, or effect the other way, or a change in a side signal; the % refers to the signal ratio; further: potency means the concentration at half of the fitted maximal effect; on the % scale 0 is the no-effect control and ±100 the full control effect
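Read-out is the ratio of GFP to DsRed2 object intensity, acquired by 488 nm laser-scanning cytometry on HeLa lamin A-EGFP minigene reporter cells. Compound incubation 48 hrs at 37 °C in Opti-MEM with 2% FBS; DMSO 0.5% final.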
IMPase Li inh = IMPase inhibition in cells with lithium potentiation; CHO-M1 cells, IP1 TR-FRET (IP-One), carbachol + lithium; Potency, µM (titrated, usually from 59.4 µM), for inactives: top-dose activity, negative = IMPase inhibition, most hits filed as inhibitors; hit rate 0.35% among 210,000;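 further: IP1 builds up when IMPase is blocked and the TR-FRET signal falls; potency means the concentration at half of the fitted maximal effect; plate controls were basal vehicle for no effect and high inhibitor control for full effect; nearly all actives have a fitted effect of over 50% in size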
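Steps: plate 2000 CHO-M1 cells per well and culture 16–30 h; add compound and lithium; incubate 30 min, 37C; add d2-IP1 tracer and Eu cryptate anti-IP1 antibody in lysis buffer; read after 10 min at room temperature.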
KinaseGlo FLuc = Kinase-Glo luciferase inhibition (counter-screen); hit rate 0.28% among 200,000; Q27757; Kinase-Glo luciferase, ATP luminescence, 8 min; Potency, µM (top dose mostly 38.3 µM), for inactives: at the highest dose activity change, negative = inhibition, actives largely listed as inhibitors; further: potency means the concentration at half of the fitted maximal effect; on the % scale 0 is the no-effect control and ±100 the full control effect; nearly all actives have a fitted effect of over 60% in size
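Compounds were added to a substrate mix at pH 7.2 (50 mM imidazole, 10 uM ATP, within the enzyme's linear range), followed by Kinase-Glo detection reagent; luminescence was measured after 8 minutes at ambient temperature.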
Epigenetic derep = derepresses silenced GFP reporter in murine cells; AID 1865; murine LDR cells, GFP reporter derepression, 30 h; Potency, µM (highest dose often 53.9 µM), for the others: at the highest dose GFP activation, usual class: activators; hit rate 0.2% among 280,000; further: potency means the concentration at half of the fitted maximal effect; % of control where 0% means no effect; nearly all actives have a fitted effect of over 60% in size
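Readout is the number of GFP-expressing murine LDR cells, counted by cytometry following washing. Cells were treated with compound for 30 h at 37 C; the stably integrated CMV-GFP locus is normally silent.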
GLA spleen mod = inhibits or activates alpha-galactosidase in human spleen homogenate. Potency, µM (titrated, usually from 80 µM), without a hit: at the highest dose activity change, negative = inhibition, usual class: inhibitors. P06280. human spleen homogenate, 4MU-alpha-Gal fluorescence, 40 min. hit rate 0.008% among 240,000;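 further: potency means the concentration at half of the fitted maximal effect; 0% = enzyme with vehicle and -100% = no enzyme basal signal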
Target sequence (P06280 32-429 limits assumed): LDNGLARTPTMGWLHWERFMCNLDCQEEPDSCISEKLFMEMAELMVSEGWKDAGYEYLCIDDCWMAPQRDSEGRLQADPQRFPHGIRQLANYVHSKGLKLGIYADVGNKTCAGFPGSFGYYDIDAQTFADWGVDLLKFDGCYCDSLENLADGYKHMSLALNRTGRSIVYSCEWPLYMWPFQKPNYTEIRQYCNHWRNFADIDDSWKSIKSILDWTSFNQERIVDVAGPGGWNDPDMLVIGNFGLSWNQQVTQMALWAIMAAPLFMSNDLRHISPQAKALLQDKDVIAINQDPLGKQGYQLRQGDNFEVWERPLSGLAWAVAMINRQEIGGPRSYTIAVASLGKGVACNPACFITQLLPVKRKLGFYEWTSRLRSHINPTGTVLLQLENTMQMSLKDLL
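Spleen homogenate 1 ug + cpd (titration) + 4-MU-alpha-D-galactopyranoside 1 mM; 37C 40 min; 50 mM citrate/phosphate pH 5.0, 0.01% Tween-20; stop pH 10; fluorescence 365/440; AC50 via Hill.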
NPSR antag = neuropeptide S receptor (human) antagonism, cAMP; Q6W5P4; CHO-NPSR cells, cAMP TR-FRET, antagonist mode; Potency, µM (titrated, usually from 38.3 µM), inactives show at the highest dose activity change, negative = inhibition, usual class: inhibitors; hit rate 1% among 220,000; AID 1461; further: potency means the concentration at half of the fitted maximal effect; on the % scale 0 is the no-effect control and ±100 the full control effect; nearly all actives have a fitted effect of over 50% in size; many of its hits are not listed in these tables
Target sequence (Q6W5P4 whole entry, looked up): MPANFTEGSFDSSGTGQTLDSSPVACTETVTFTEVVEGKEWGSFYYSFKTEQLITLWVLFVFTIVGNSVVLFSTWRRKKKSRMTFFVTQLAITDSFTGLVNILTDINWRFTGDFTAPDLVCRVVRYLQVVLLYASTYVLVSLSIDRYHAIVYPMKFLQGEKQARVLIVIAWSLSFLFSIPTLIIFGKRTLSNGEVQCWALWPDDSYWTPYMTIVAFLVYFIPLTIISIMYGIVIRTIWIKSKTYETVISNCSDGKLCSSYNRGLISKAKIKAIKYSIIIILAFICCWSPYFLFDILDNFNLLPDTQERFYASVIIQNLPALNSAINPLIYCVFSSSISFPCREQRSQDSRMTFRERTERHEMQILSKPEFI
CBFb RUNX1 block = inhibitors of human CBF-beta and RUNX1 interaction. AlphaScreen CBFb-His/RUNX1-biotin binding, biochemical. Potency, µM (series often up to 59.8 µM), inactives show top-dose activity, negative = inhibition, usual class: inhibitors. 230,000 tested, under 10 active; further: % of control where 0% means no effect
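CBF-beta (His) and RUNX1 (biotin), 30 nM each; 20 min preassociation; + compound, 15 min; + beads 50 ng each (Ni, streptavidin), 90 min; RT; AlphaScreen read.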
* marks the source's active call; other numbers are inactive results; u = inconclusive; x = not tested or not shown; & = joins results of further samples; [ ] = another dose, or the depositor's remark. Unless noted, the call rests on the fitted dose curve; in most records, active means well fitted curve in the direction sought with a large enough effect; inconclusive means small, poorly fitted or top-dose-only effect, or another doubt; inactive means no such curve, though single readings can be large; an effect the other way counts as inactive or inconclusive.

SMILES | Lamin A splicing | IMPase Li inh | KinaseGlo FLuc | Epigenetic derep | GLA spleen mod | NPSR antag | CBFb RUNX1 block
Cn1c(=O)c2c(nc(N3CCCCC3)n2CCSc2nc3ccccc3s2)n(C)c1=O | u | 13%[38.3 µM] | -3% | 6.2% | 2% | -18%[46.1 µM] | -1%
Cc1ccc(N=Cc2c(O)n(-c3nccs3)c(=O)c3ccccc23)cc1 | -10% | 9% | -2% | 3.4% | 4% | -38%[46.1 µM] | -6%
COc1cc(OC)cc(C(=O)N[C@H](C(=O)OCC(=O)NC(=O)c2cccn2C)C(C)C)c1 | x | 19% | 0% | -2.2% | 0% | -2% | -12%
N/C(=N\OC(=O)c1cc(-c2ccccc2)nc2ccccc12)c1ccncc1 | u | -7%[38.3 µM] | -6% | -1.2% | -6% | -28%[46.1 µM] | 2%
NNC(=O)c1cc(Br)cs1 | u | -7% | -2% | u | -8% | -6% | 13%
CSc1ccc(/C=N/n2c(Cc3ccc(Br)cc3)n[nH]c2=S)cc1 | -23%[46 µM] | 10% | 2% | 0.1% | -1% | -37% | u
CC1(C)NC(C)(C)c2nonc2/C1=N\O | 2% | 1%[38.3 µM] | -2% | -2.7% | 9% | 8%[46.1 µM] | 10%
Cc1nc(Nc2ccccc2)sc1C | x | 13% | -2% | -1.5% | -7% | -5% | 18%
Cc1ccc(C)c(N2CCN(C(=O)Cn3c(=O)[nH]c4ccsc4c3=O)CC2)c1 | -4% | 52%[activator][38.3 µM] | -2% | 1.5% | -5% | -6%[46.1 µM] | -7%
Cc1nc2ccccc2n1CC(=O)N1CC(=O)Nc2ccccc21 | -2% | 9%[38.3 µM] | 3% | -2.1% | 1% | 1%[46.1 µM] | 5%
Nc1c(Cl)c(Cl)nc(C(=O)N/N=C/c2cccnc2)c1Cl | u | x | x | 2.1% | -1% | 26% | 6%
CCOC(=O)C1=C(N)n2c(s/c(=C\c3ccco3)c2=O)=C(C(=O)OC(C)C)C1c1ccco1 (centres undefined) | -6% | 0% | 1% | 0.0% | -16% | -18%[46.1 µM] | u
COc1ccc(N=CC2=C(O)CC(C)(C)CC2=O)cc1 | 1% | 0%[38.3 µM] | -7% | 7.4% | 3% | -2%[46.1 µM] | 2%
Cc1oc(-c2ccccc2)cc1C(=O)Nc1ccc2ccccc2c1 | 15% | -7%[38.3 µM] | -1% | 3.8% | 7% | -19%[46.1 µM] | 12%
COC(=O)c1cc(NC(=O)CC2C(=O)NCCN2C(=O)c2ccc(F)cc2)cc(C(=O)OC)c1 (centres undefined) | -4% | 25%[38.3 µM] | -4% | -0.3% | 4% | -9%[46.1 µM] | 6%
CC(C)NC(=O)CSc1nc2ccccc2n1CC(=O)N1CCc2ccccc21 | 3% | 12%[38.3 µM] | 1% | 0.7% | -5% | -1%[46.1 µM] | -3%
CCCn1c(O)c(/C=C2\C=NN=C2c2ccccc2)sc1=S | u | 32%[activator][38.3 µM] | -1% | u | 7% | -24%[46.1 µM] | -8%
O=C(ONC1=NCCCCC1)c1ccc([N+](=O)[O-])cc1 | u | 9% | 4% | -1.4% | -4% | 10% | 5%
Cc1cccc(C)c1NC(=O)CSc1cc(C(=O)c2nccn2C)c2ccccc2n1 | -18% | u | -4% | 0.0% | 5% | -9% | 0%
COCCN1CCc2[nH]c(=S)[nH]c(=O)c2C1 | -11% | 4% | 2% | 0.0% | -1% | 10% | 6%
Nc1nc(SCc2ccccc2Cl)[nH]c(=O)c1-c1ccccc1 | u | 10% | 1% | 0.0% | -5% | -8%[46.1 µM] | 9%
CCNC(=S)N1CCN(c2ccccn2)CC1 | -10% | x | x | 0.1% | -3% | -27%[46.1 µM] | -8%
CCN1C(=O)C(CC(=O)Nc2cccc(C(C)=O)c2)S/C1=N\c1ccccn1 (centres undefined) | u | -3% | -1% | u | 2% | 3% | -11%
CN(C)c1nc(-c2ccc([N+](=O)[O-])cc2)cs1 | -16% | 20%[38.3 µM] | -5% | -0.4% | -16% | -10%[46.1 µM] | -1%
COC(=O)NC(c1cccc(F)c1)[C@@]1(C(=O)OC)CCCC1=O (some centres undefined) | x | x | x | 0.8%[10.1 µM] | 0%[17.5 µM] | x | 4%[13.1 µM]

The list goes on, overlapping the part above by two compounds.
SMILES | Lamin A splicing | IMPase Li inh | KinaseGlo FLuc | Epigenetic derep | GLA spleen mod | NPSR antag | CBFb RUNX1 block
CN(C)c1nc(-c2ccc([N+](=O)[O-])cc2)cs1 | -16% | 20%[38.3 µM] | -5% | -0.4% | -16% | -10%[46.1 µM] | -1%
COC(=O)NC(c1cccc(F)c1)[C@@]1(C(=O)OC)CCCC1=O (some centres undefined) | x | x | x | 0.8%[10.1 µM] | 0%[17.5 µM] | x | 4%[13.1 µM]
COc1ccc(C(=O)c2ccc(Br)cc2)cc1 | u | -20%[38.3 µM] | 5% | -1.0% | -8% | u | 6%
CCOC(=O)c1cccc(NC(=O)C2CCC(CNc3c(N4CCOCC4)c(=O)c3=O)CC2)c1 (centres undefined) | -23% | -7%[38.3 µM] | 0% | -1.2% | 4% | -7%[46.1 µM] | -1%
CC(C)CNC1=CC(=O)CC(c2ccco2)C1 (centres undefined) | -1% | 8%[38.3 µM] | -9% | 0.0% | 2% | -1%[46.1 µM] | x
COc1ccc(N=c2oc3cc(O)ccc3cc2C(=O)NCC2CCCO2)cc1 (centres undefined) | -3% | -3%[38.3 µM] | 9% | -0.9% | u | -10%[46.1 µM] | -7%
CCOC(=O)COc1ccccc1/C=N/O | -3% | 13% | 1% | 0.0% | -18% | 17% | -6%
CCOC(=O)N1CCC(=NNC(=O)Cn2ccc(C(F)(F)F)n2)CC1 | 1%[46 µM] | 1% | 0% | -5.3% | 0% | 9% | 26%
O=C(NNc1c2ccccc2nc2ccccc12)C12CC3CC(CC(C3)C1)C2 | x | x | x | -2.4% | 14% | -42% | -10%
O=C(NC(C(=O)N/N=C/c1cccc2ccccc12)c1n[nH]c(=O)c2ccccc12)c1ccccc1 (centres undefined) | u | x | x | -4.1% | 3% | u | 1%
COc1ccc(Cl)cc1N1C(=O)C2CCCN2C1c1sccc1C (centres undefined) | -5% | 24%[38.3 µM] | -1% | -1.1% | -17% | -9%[46.1 µM] | 11%
CC1(C)N=C(/C=N/O)CN1O | -6% | -3%[38.3 µM] | -5% | 0.0% | 1% | 5%[46.1 µM] | -3%
COc1ccc(NC(=O)CN(C)S(=O)(=O)c2cccc3nsnc23)cc1OC | u | 7% | 0% | -6.3% | 4% | 9% | -3%
COc1ccc(NC(=O)CC(C)C)c([N+](=O)[O-])c1 | 9% | -14%[38.3 µM] | -1% | 0.8% | 6% | -4%[46.1 µM] | -10%
COc1cc(Cc2ccc(N)c(OC)c2)ccc1N | 3% | -2% | 0% | 0.1% | -2% | 6% | -6%
O=C(C1=NN(c2ccccc2)C2C(=O)N(c3cccc(Cl)c3)C(=O)C12)c1ccccc1 (centres undefined) | -9% | -3% | 0% | 1.0% | -13% | -10% | u
O=C(NNc1ccc([N+](=O)[O-])cc1)C1CC1c1ccccc1 (centres undefined) | 5% | -2% | -5% | -1.0% | -8% | 22% | -8%
O=C(O)c1ccc(-n2c(-c3cc(-c4ccco4)[nH]n3)n[nH]c2=S)cc1 | 6%[0.0737 µM] | -6%[38.3 µM] | 3% | -1.8% | 2% | 6%[46.1 µM] | -16%
COc1cccc(/C=N/n2c(N)nc3ccccc32)c1OC | -11% | 41%[activator][38.3 µM] | -2% | 0.0% | -1% | 8%[46.1 µM] | -3%
CCOC(=O)c1ccccc1NC1c2ccccc2C(=O)N1c1ccc(C)cn1 (centres undefined) | -11% | 14% | -12% | -1.0% | -7% | -39% | 3%
O=C(/C=C/c1ccco1)N1CCc2ccccc21 | -7%[46 µM] | 1% | 10µM* | 2.4% | -15% | -18% | -16%
COc1ccc(Oc2c(-c3ccc(O)cc3O)n[nH]c2C)cc1 | u | -3%[38.3 µM] | 0% | -0.7% | 5% | -13%[46.1 µM] | -12%
CNC(=S)N(Cc1ccccc1)Cc1cccnc1 | x | x | x | 0.0% | 5% | 11% | 8%
Cc1ccc(/C=N/NC(=O)C2=NNC(c3ccccc3)(c3ccccc3)C2)c(O)c1 | u | 9% | 0% | 7.2% | 7% | -16%[46.1 µM] | 4%
O=C(NCc1ccc2c(c1)OCO2)Nc1ccc2nsnc2c1 | -7%[46 µM] | 7% | 1% | -0.7% | -5% | 34% | 14%
O=c1oc2cc(O)ccc2cc1-c1ccc2c(c1)OCCO2 | x | -15% | -3% | -0.3% | u | x | 24%
O=C(CNS(=O)(=O)c1ccc(Br)s1)NCC1COc2ccccc2O1 (centres undefined) | u | -2%[38.3 µM] | 1% | -0.9% | 4% | -9%[46.1 µM] | 3%
Next entries follow:
SMILES | Lamin A splicing | IMPase Li inh | KinaseGlo FLuc | Epigenetic derep | GLA spleen mod | NPSR antag | CBFb RUNX1 block
CCCc1nc(N)sc1C(=O)OCC | -1% | 7%[38.3 µM] | 0% | -1.1% | 14% | 5%[46.1 µM] | 4%
COc1cc(OC)nc(/N=C/NO)n1 | x | x | x | -0.2% | -5% | -10% | 3%
Cc1cc(C)n(-c2ccc(C(=O)OCC(=O)N(CC(C)C)C3CCS(=O)(=O)C3)cc2)n1 (centres undefined) | u | 15%[38.3 µM] | 2% | -2.6% | -5% | -2%[46.1 µM] | -4%
COc1ccc(CCN2CC(C(=O)NCc3ccc(F)cc3)CC2=O)cc1OC (centres undefined) | x | x | x | -1.0% | 2% | 11% | 0%
Cn1cc(SCC(=O)NCCc2ccccc2)c2ccccc21 | 14%[9.22 µM] | -2% | 0% | -4.6% | -14% | 4% | 13%
COc1ccccc1C1CC(=O)Oc2cc(O)ccc21 (centres undefined) | x | 1% | 3%[39.9 µM] | -0.9%[96.6 µM] | 5%[119 µM] | x | -12%[89.1 µM]
COc1ccc(OC)c(C(C)NC(=O)Nc2cccc(C(C)=O)c2)c1 (centres undefined) | u | 14% | 0% | 4.7% | -14% | -2% | 11%
Cc1cccc(NC(=O)CCNS(=O)(=O)c2cccc3nonc23)c1 | x | 12% | x | -1.3%&0.9% | -6% | -8% | -2%
Cc1cc(NC(=O)c2cc(C(C)(C)C)oc2C)no1 | 11%[46 µM] | x | x | 2.1% | 3% | 13% | 17%

Exported tab-delimited: two of the compounds above.
SMILES	Lamin A splicing	IMPase Li inh	KinaseGlo FLuc	Epigenetic derep	GLA spleen mod	NPSR antag	CBFb RUNX1 block
O=c1oc2cc(O)ccc2cc1-c1ccc2c(c1)OCCO2	x	-15%	-3%	-0.3%	u	x	24%
O=C(CNS(=O)(=O)c1ccc(Br)s1)NCC1COc2ccccc2O1 (centres undefined)	u	-2%[38.3 µM]	1%	-0.9%	4%	-9%[46.1 µM]	3%

An excerpt. The share of hits here may be higher or lower than overall.
